Bioassay records (PubChem)
TbPYK inhibitor: qHTS of Trypanosoma Brucei Inhibitors | actives 0.12% (n = 410,000) | Potency, µM (doses to about 76.8 µM), without a hit: top-dose activity, negative = inhibition, most hits filed as inhibitors | AID 624173, 2012 | pyruvate kinase (Trypanosoma brucei), Q57TT1 | TbPYK enzyme, Kinase-Glo Plus ATP luminescence, 45 min; active = well fitted inhibition curve with a large enough effect; also: nearly all actives have a fitted effect of over 50% in size
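Luminescence from Kinase-Glo Plus, added after a 45-minute room-temperature reaction, served as the end-point read-out. The enzyme and substrate were preincubated with compound before ADP (130 uM final) initiated turnover. Concentration-effect curves came from normalized qHTS data.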
* marks the source's active call; other numbers are inactive results; [ ] = dose if it differs, or a comment. % is scaled to controls: 0 for no effect and ±100 for the full control effect; potency is read from the fitted curve at half-maximal effect. An excerpt. The share of hits here may be higher or lower than overall.

SMILES	TbPYK inhibitor
CC(C)(C)OC(=O)CC(S(=O)(=O)c1ccccc1)S(=O)(=O)c1ccccc1	-4%
COc1ccc(-c2cc(C(=O)NCc3ccc(F)cc3)no2)cc1	3%
CCCC(=O)N1CCCC1(C)C(=O)Nc1ccc(-n2cncn2)cc1 (stereo unspecified)	-13%
CC1=C(C(=O)OCC2CCCCC2)C(c2ccc(F)cc2F)CC(=O)N1 (stereo unspecified)	-4%
COc1ccccc1-c1cccc(-c2nc(C(=O)Nc3nccs3)cc3c2[C@@H](CCO)N(C(C)=O)C3)c1	-2%
Cc1nn(-c2ccccc2)c(OC(=O)c2cccc(Br)c2)c1S(=O)(=O)c1ccccc1	16%
C[C@@H]1CCCCO[C@@H](CN(C)C(=O)C2CCCCC2)[C@@H](C)CN([C@H](C)CO)C(=O)c2cc(NC(=O)NC3CCCCC3)ccc2O1	-17%
Cc1noc(C)c1-c1ccc(C(=O)NCc2ccc(Cl)cc2)c2occc12	-8%
Cc1c(CCC(=O)NCCc2ccc(Cl)cc2)c(=O)oc2c(C)c(O)ccc12	0%
CCC(=O)OC1[C@@H](N2CCCCC2)C[C@H]2[C@@H]3CC[C@H]4C[C@H](OC(C)=O)[C@@H](N5CCCCC5)C[C@]4(C)[C@H]3CC[C@]12C (stereo partly specified)	0%
CCN1CCN(C(c2ccccc2Cl)c2c(O)cc(C)n(Cc3ccco3)c2=O)CC1 (stereo unspecified)	5%
COc1ccc(CCN2C(=O)CN(C3CCCCCC3)C(=O)C2c2ccc(Cl)cc2)cc1OC (stereo unspecified)	2%
CCN(CC)c1ccc(CNCCCSc2nnnn2C)cc1	-2%
CN(C)C(=O)c1cccc(-c2cnc3sc(NCc4ccc5c(c4)OCO5)nn23)c1	-9%
Cc1ccccc1-n1c(/C=C/c2c(C)[nH]c3ccccc23)nc2ccccc2c1=O	0%
O=C(c1cc(C(F)(F)F)cc(C(F)(F)F)c1)N1CCC2(CC1)CN(Cc1ccccc1)C2	-5%
CCC1(C)CC(=O)c2c(ccc3oc(C(=O)NCc4ccccc4)c(C)c23)O1 (stereo unspecified)	-7%
CCC12CN3CC(CC)(CN(C1)C3c1ccc(OCc3ccccc3)cc1)C2=O (stereo unspecified)	0%
CCOC(=O)c1cnc2ccc(OCC)cc2c1Nc1ccc(OCc2ccccc2Cl)cc1	-2%
Cc1ccc(-c2cnc(C(O)c3cccc(C)c3C)[nH]2)cc1 (stereo unspecified)	1%
CCOc1ccc(CCNC(=O)c2c3c(nc4ccccc24)C(=O)N(C2CCCCC2)C3)cc1	0%
Cc1ccc(CCNC(=O)c2ccc(CS(=O)(=O)Cc3cccc(C)c3)o2)cc1	-3%
CN1CCN(C(c2ccccc2)c2sc3nc(-c4ccco4)nn3c2O)CC1 (stereo unspecified)	-5%
COc1ccc(NC(=O)c2cc(S(=O)(=O)N3CCOCC3)ccc2OC)cc1	-1%
O=C(Nc1ccc2c(c1)OCO2)c1cc(C2CCCN(C(=O)CCCc3ccccc3)C2)on1 (stereo unspecified)	-10%
CC(CNC(=O)CC[C@H]1O[C@@H](n2cnc3c(NC(=O)c4ccccc4)ncnc32)[C@H](O)[C@@H]1O)c1ccccc1 (stereo partly specified)	3%
Cc1c(Cl)cccc1NC(=O)C(C)n1c(=O)cc(-c2ccccc2)c2c(C)nn(C)c21 (stereo unspecified)	5%
Cc1ccccc1CCNC(=O)c1cc2ccccn2n1	-2%
Cc1c(C(=O)NCc2cccc(C(F)(F)F)c2)sc(=O)n1Cc1cccc(F)c1	4%
COc1ccc(-c2onc(C)c2C)cc1S(=O)(=O)N(C)Cc1ccccc1	4%
CSCCC(NC(=O)[C@H](Cc1c[nH]c2ccccc12)NC(=O)CNC(=O)[C@H](CCSC)NC(=O)[C@H](Cc1ccc(OS(=O)(=O)O)cc1)NC(=O)[C@@H](N)CC(=O)O)C(=O)N[C@@H](CC(=O)O)C(=O)N[C@@H](Cc1ccccc1)C(N)=O (stereo partly specified)	3%
O=S(=O)(Nc1ccccc1C(F)(F)F)c1ccc(N2CCCCS2(=O)=O)cc1	2%
N#CC12CC(=O)N1Cc1cnnn1-c1ccccc12 (stereo unspecified)	-2%
CC(C)CNc1ncnc2c1ncn2[C@H]1CN(Cc2ccc(C(=O)O)cc2)C[C@@H](CO)O1	-9%
CCc1ccc(-c2cn3c(n2)sc2cc(C(=O)NC4CCCCCC4)ccc23)cc1	-4%
CCC(Sc1nc2cc3c(cc2c(=O)n1CCCCCC(=O)NCc1ccc2c(c1)OCO2)OCO3)C(=O)NCCCOC (stereo unspecified)	2%
S=C1Nc2ccccc2CS1	-9%
CC(C)(C)C(=O)Cn1c(=O)n(-c2ccccc2)c(=O)c2c3c(sc21)CCC3	0%
O=C(CN1C(=O)c2ccccc2Sc2ncccc21)Nc1cccc(C(F)(F)F)c1	-3%
COc1ccc(-c2cc(C(C)=O)c(C)n2CCC(=O)Nc2ccc(C)cc2Cl)cc1	-7%[15.4 µM]
Cc1ccc(CNC(=O)c2ccc(CS(=O)(=O)Cc3ccc(C)cc3)o2)cc1	-4%
O=C(NCc1ccccc1Cl)c1ccc2nc([C@@H]3O[C@H](CO)[C@@H](O)[C@H]3O)[nH]c2c1	-6%
CCCCN(C)CCNC(=O)Cn1ncc2c([nH]c3ccccc32)c1=O	1%
COc1ccccc1NC(=O)CSC1=Nc2ccccc2C2=NC(CC(=O)NCc3ccccc3)C(=O)N12 (stereo unspecified)	4%
Cc1cccc(N(CC(=O)NCc2ccccc2)S(C)(=O)=O)c1C	0%
COc1ccc(/C=C/c2nc3ccccc3c(=O)n2-c2cccc(C(F)(F)F)c2)cc1	-3%
CCNC(=O)C1(C)CCCN(C(=O)c2oc3ccccc3c2C)C1 (stereo unspecified)	-5%
C[C@@H]1CN([C@H](C)CO)S(=O)(=O)c2ccc(-c3cccc(C(=O)N(C)C)c3)cc2O[C@H]1CN(C)C(=O)Nc1ccc(F)cc1	11%
O=[N+]([O-])c1ccccc1S(=O)NCc1c(Cl)cccc1Cl (stereo unspecified)	-2%
Cc1oc2ncn(CC(C)C)c(=O)c2c1C(=O)N1CCN(c2cccc(C(F)(F)F)c2)CC1	4%
COc1ccc(C#Cc2cccc(-c3nc(C(=O)N4CCN(C)CC4)cc4c3[C@H](CCO)N(S(=O)C(C)(C)C)C4)c2)cc1OC (stereo partly specified)	-2%
CC(=O)Nc1cccc(-c2ccnc3c2CC(C)(C(=O)NCc2ccccc2)O3)c1 (stereo unspecified)	1%
Cc1cc(C)cc(N2C(=O)N(Cc3cc(=O)n4ccccc4n3)c3ccccc3S2(=O)=O)c1	0%
CN(C)c1ccc(CNc2nc3cc(-c4ccc(F)cc4)sc3c(=O)n2C)cc1	-2%
O=S(=O)(c1ccc(Br)cc1)c1nnn2c1nc(N1CCOCC1)c1sccc12	0%
O=C(/C=C/c1cn(CC(O)CN2CCCCCC2)c2ccccc12)c1ccc(Br)cc1 (stereo unspecified)	-3%
COc1ccc(-n2c(-c3ccco3)nc3c(cnn3-c3ccc(Cl)cc3)c2=O)cc1	-10%
CC[C@@H](NC(=O)[C@@H](Cc1ccccc1)NC(=O)CC[C@H]1O[C@@H](n2ccc(=O)[nH]c2=O)[C@H](O)[C@@H]1O)c1ccccc1	7%
CCOc1ccc(C2c3c(oc4ccc(C)cc4c3=O)C(=O)N2CCCN(C)C)cc1OC (stereo unspecified)	5%
COc1ccc(-c2cc(-c3ccccc3)c(C#N)c(SCC(O)CS(=O)(=O)Cc3ccc(Cl)cc3)n2)cc1 (stereo unspecified)	-3%
Following part:
SMILES	TbPYK inhibitor
COc1ccccc1CNC(=O)c1sc2nc3n(c(=O)c2c1C)CCC3	3%
O=C(CS(=O)(=O)c1cccc2nsnc12)N1CCN(c2ccccc2)CC1	-6%
COc1ccc(Cl)cc1Nc1cc(C)nc2nc(-c3ccccc3C)nn12	-1%
COc1cccc(C(C)(O)c2nc(-c3ccc(N(C)C)cc3)cs2)c1 (stereo unspecified)	0%
CCOC(=O)[C@]12CCC=C1N(Cc1ccc3c(c1)OCO3)C(=O)[C@H](CC(=O)N1CCOCC1)C2	1%
Cc1ccc(C2c3[nH]c4ccccc4c3CCN2C(=O)c2ccccc2Br)cc1 (stereo unspecified)	3%
CCOc1ccc(-n2nc(CO)c(C(=O)NCc3cccs3)n2)cc1	1%
COc1ccccc1NCc1cccn1-c1nnc(N2CCOCC2)s1	-1%
O=C(NC1CCCCCC1)c1ccc(CS(=O)c2cccc(Cl)c2)o1 (stereo unspecified)	2%
COc1cc(NC(=O)c2cnc3c(-c4ccc(F)cc4)c(C)nn3c2C)cc(OC)c1	0%
COc1ccc(C2=C(C)C(=NCc3ccc(OC(C)C)cc3)NS2(=O)=O)cc1	-2%
Cc1c(C(=O)Nc2ccc(F)c(Cl)c2)sc2nc3n(c(=O)c12)CCC3	-9%
COc1cc(-c2ccno2)ccc1S(=O)(=O)N1CCN(c2ccccc2F)CC1	-4%
CCN(CC)CCN(C)C(=O)c1[nH]c(C(F)(F)F)nc1-c1ccccc1	-7%
O=C(c1cccn1-c1nnc(N2CCCCC2)s1)N1CCN(c2ccccc2)CC1	7%[15.4 µM]
COCCn1c(SCC(=O)Nc2ccc(F)cc2F)nc2c(c1=O)SCC2	2%
Cc1ccc(NC(=O)Cn2cnc3nc4c(cc3c2=O)CCCC4)cc1Cl	-6%
Cn1c(=O)c2c(nc(N3CCOCC3)n2Cc2cccc(Br)c2)n(C)c1=O	2%
CCOc1ccccc1CNC(=O)CN1C(=O)CCCc2ccccc21	5%[15.4 µM]
CCC(C)n1c(=N)c(C(=O)NCc2ccco2)cc2c(=O)n3cc(C)ccc3nc21 (stereo unspecified)	4%
COc1cccc(N2CCN(C(=O)Cn3c(-c4cccs4)cc4ccccc43)CC2)c1	-6%
Cc1ccccc1C(=O)Nc1ccc2nc(SCC(=O)N3CCc4ccccc43)sc2c1	-1%
CCc1ccc(NC(=O)Cn2c(=O)n(CCC(=O)NCc3ccc4c(c3)OCO4)c(=O)c3ccccc32)cc1	5%
Cc1ccccc1-n1c(SCC(=O)c2ccccc2)nnc1-c1ccc(F)cc1	2%

Retrieved one by one from the list above:
SMILES	TbPYK inhibitor
Cc1ccccc1C(=O)Nc1ccc2nc(SCC(=O)N3CCc4ccccc43)sc2c1	-1%
CCOc1ccccc1CNC(=O)CN1C(=O)CCCc2ccccc21	5%[15.4 µM]

The list continues.
SMILES	TbPYK inhibitor
Fc1ccc(Nc2ncnc3c2nc2n3CCCCC2)c(F)c1	-5%
COc1ccc(-n2ncc3c(NCCC4=CCCCC4)ncnc32)cc1	0%
COc1ccc2[nH]c(=O)c(CN(C(=O)c3cccc(Cl)c3)c3ccccc3C)cc2c1	-3%
O=C(CSc1ncccn1)N(Cc1cccnc1)C(CCc1ccccc1)c1nc2ccccc2[nH]1 (stereo unspecified)	1%
C=CCC[C@H](CCCCC)OC(=O)/C=C/[C@H](O)[C@@H](O)C[C@@H](O)CC=C	3%
CCc1ccc(NC(=O)Cn2nc(C(F)(F)F)c3c2CCCC3)cc1	2%
Cc1ccc(-c2nnc(Nc3ccc(S(N)(=O)=O)cc3)c3ccccc23)cc1S(=O)(=O)N1CCOCC1	-6%
O=C(NCCc1csc(-c2ccc(C(F)(F)F)cc2)n1)C(=O)Nc1ccc(F)c(Cl)c1	-6%
CCOc1ccc(NC(=O)CC2C(=O)N(c3ccccc3)C(=O)N2Cc2ccc3c(c2)OCO3)cc1 (stereo unspecified)	0%
CCN(CC)CCc1c[nH]c2ccccc12	2%[288 µM]
O=C1Cc2cc(S(=O)(=O)N3CCCCC3)cc3c2N1CCC3	-4%
CCc1ccc(NC(=O)CSc2nc3c(oc4ccccc43)c(=O)n2-c2cccc(C)c2)cc1	1%
CC1CN(C(=O)COC(=O)/C=C/c2ccccc2)CC(C)O1 (stereo unspecified)	5%
COc1cc(OC)c(-c2cc(C(=O)NCc3ccc(F)cc3)c3c(-c4ccccc4)[nH]nc3n2)cc1OC	2%
COc1ccc(C(=O)Nc2ccc(-n3nncc3-c3ccccc3)cc2)cc1OC	3%
O=C(Cn1nnc(-c2ccccc2Cl)n1)Nc1ccc(Br)cc1	-5%
COCCNC(=O)C1CCCN(Cc2ccc(C)cc2)CC1 (stereo unspecified)	1%
COc1ccccc1-n1nc(-c2ccccc2)c2cnc3c(F)cc(F)cc3c21	-4%
CC(C)(C)NC(=O)Cn1cc(S(=O)(=O)Cc2ccccc2Cl)c2ccccc21	7%[15.4 µM]

Reprinted from the entries so far, 15 compounds:
SMILES	TbPYK inhibitor
C=CCC[C@H](CCCCC)OC(=O)/C=C/[C@H](O)[C@@H](O)C[C@@H](O)CC=C	3%
CCc1ccc(NC(=O)Cn2nc(C(F)(F)F)c3c2CCCC3)cc1	2%
Cc1ccc(-c2nnc(Nc3ccc(S(N)(=O)=O)cc3)c3ccccc23)cc1S(=O)(=O)N1CCOCC1	-6%
O=C(NCCc1csc(-c2ccc(C(F)(F)F)cc2)n1)C(=O)Nc1ccc(F)c(Cl)c1	-6%
CCOc1ccc(NC(=O)CC2C(=O)N(c3ccccc3)C(=O)N2Cc2ccc3c(c2)OCO3)cc1 (stereo unspecified)	0%
CCN(CC)CCc1c[nH]c2ccccc12	2%[288 µM]
O=C1Cc2cc(S(=O)(=O)N3CCCCC3)cc3c2N1CCC3	-4%
CCc1ccc(NC(=O)CSc2nc3c(oc4ccccc43)c(=O)n2-c2cccc(C)c2)cc1	1%
CC1CN(C(=O)COC(=O)/C=C/c2ccccc2)CC(C)O1 (stereo unspecified)	5%
COc1cc(OC)c(-c2cc(C(=O)NCc3ccc(F)cc3)c3c(-c4ccccc4)[nH]nc3n2)cc1OC	2%
COc1ccc(C(=O)Nc2ccc(-n3nncc3-c3ccccc3)cc2)cc1OC	3%
O=C(Cn1nnc(-c2ccccc2Cl)n1)Nc1ccc(Br)cc1	-5%
COCCNC(=O)C1CCCN(Cc2ccc(C)cc2)CC1 (stereo unspecified)	1%
COc1ccccc1-n1nc(-c2ccccc2)c2cnc3c(F)cc(F)cc3c21	-4%
CC(C)(C)NC(=O)Cn1cc(S(=O)(=O)Cc2ccccc2Cl)c2ccccc21	7%[15.4 µM]
